# MITF primary – inhibitors of human MITF. O75030. AlphaScreen MITF homodimerization, bead proximity signal. inhibition, % at 2.6 µM. 650,000 tested, 0.91% active; in the data active means inhibition above about 50%;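 further: 0% = vehicle wells with protein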
# Target sequence (O75030 whole entry, looked up): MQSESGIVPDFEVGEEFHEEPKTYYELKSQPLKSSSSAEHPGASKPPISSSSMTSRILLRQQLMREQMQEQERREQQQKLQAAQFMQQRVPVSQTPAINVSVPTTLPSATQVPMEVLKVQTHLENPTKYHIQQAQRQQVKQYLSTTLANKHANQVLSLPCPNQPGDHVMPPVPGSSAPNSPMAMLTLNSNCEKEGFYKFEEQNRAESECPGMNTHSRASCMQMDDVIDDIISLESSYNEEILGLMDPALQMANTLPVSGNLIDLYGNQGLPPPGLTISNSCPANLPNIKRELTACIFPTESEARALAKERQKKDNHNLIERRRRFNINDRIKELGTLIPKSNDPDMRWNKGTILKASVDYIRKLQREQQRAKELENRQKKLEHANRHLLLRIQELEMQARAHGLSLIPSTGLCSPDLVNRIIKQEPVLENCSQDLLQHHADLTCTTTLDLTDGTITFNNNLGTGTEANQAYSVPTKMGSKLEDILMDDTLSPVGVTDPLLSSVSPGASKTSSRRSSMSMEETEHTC
# GPR151 activ – activators of human GPR151 | Q8TDV0 | PathHunter beta-arrestin GPR151 cells, luminescence | activation, % at 11.2 µM | 650,000 tested, 1% active | AID 1508602; in the data active means activation above about 4.9%;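 further: 0% = median of compound wells and 100% = cells with positive control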
# Target sequence (Q8TDV0 whole entry, looked up): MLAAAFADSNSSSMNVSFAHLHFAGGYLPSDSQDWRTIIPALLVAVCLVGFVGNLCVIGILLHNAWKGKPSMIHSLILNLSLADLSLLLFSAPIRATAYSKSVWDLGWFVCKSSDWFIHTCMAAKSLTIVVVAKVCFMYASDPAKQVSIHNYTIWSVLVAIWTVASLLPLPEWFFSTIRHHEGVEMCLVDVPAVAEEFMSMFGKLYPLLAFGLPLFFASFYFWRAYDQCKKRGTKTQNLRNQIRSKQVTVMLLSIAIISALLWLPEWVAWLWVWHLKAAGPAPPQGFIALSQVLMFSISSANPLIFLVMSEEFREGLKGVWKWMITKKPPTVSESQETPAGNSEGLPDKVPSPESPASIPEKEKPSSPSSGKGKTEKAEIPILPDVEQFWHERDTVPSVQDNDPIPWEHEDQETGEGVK
# FBW7 act – activators of human E3 ligase FBW7; Q969H0; AlphaScreen FBW7–phospho-cyclin E peptide binding, activator screen; normalized activity (activation), % at 26.1 µM; 650,000 tested, 0.13% active; AID 1259310; in the data active means normalized activity above about 1.9%;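 further: purified mutant Fbw7 with reduced substrate affinity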
# TEAD-YAP inh – TEAD-YAP interaction inhibition. AID 1259422. 640,000 tested, 1.4% active. HEK-TIYL cells, TEAD-Gal4/YAP UAS-luciferase luminescence. inhibition, % at 9.12 µM; in the data active means inhibition above about 32%;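 further: 0% = median of test compound wells and 100% = reference inhibitor wells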
# * marks the source's active call; other numbers are inactive results.
# The first 12 entries (preview)
SMILES,MITF primary,GPR151 activ,FBW7 act,TEAD-YAP inh
Cc1ccc(Nc2nc(N)nc(CSC(=S)N3CCN(C)CC3)n2)cc1,4.5,0.4,0.0,-41.8
O=C(Nc1cnc2cnc(-c3ccccc3)cn12)C1CCOC1 (centres undefined),10.8,0.7,0.0,-7.6
CCC(C)n1c(N)c(C#N)c2nc3ccccc3nc21 (centres undefined),6.5,-0.8,0.1,-4.9
O=C(NCC1C2CC3CC(C2)CC1C3)c1ccc(CN2CC3CCC2C3)[nH]c1=O (centres undefined),-9.2,-1.1,0.0,-2.2
Cc1nc2c(c(C)nn2C)c(C)c1CCC(=O)NCCC1=CCCCC1,-8.9,0.0,0.0,-2.0
COc1ccc(OC)c(NC(=O)C(=O)O)c1,36.1,0.3,-0.3,1.3
COCc1cc(C)nc(SCC(=O)c2ccc(Cl)cc2Cl)c1C#N,-0.3,-0.4,0.2,2.1
O=C(NCc1ccccc1Cl)c1nnn(-c2ccccc2)c1CSc1ncccn1,-0.7,1.3,0.1,-1.0
CCN=C1SC(CC(=O)Nc2ccc(C)cc2[N+](=O)[O-])C(=O)N1CC (centres undefined),9.3,-1.5,0.3,10.0
O=C(O)CCc1nc2ccccc2oc1=O,-0.7,0.2,-0.1,-22.1
CC(C)Cn1c(COc2ccc(Cl)cc2Cl)nc2ccccc21,8.4,-1.1,0.0,-16.3
COc1ccccc1N1CCN(C(=O)CN2CCN(C)CC2)CC1,54.4*,4.6,0.3,13.9

# The whole of this part, previewed entries included:
SMILES,MITF primary,GPR151 activ,FBW7 act,TEAD-YAP inh
Cc1ccc(Nc2nc(N)nc(CSC(=S)N3CCN(C)CC3)n2)cc1,4.5,0.4,0.0,-41.8
O=C(Nc1cnc2cnc(-c3ccccc3)cn12)C1CCOC1 (centres undefined),10.8,0.7,0.0,-7.6
CCC(C)n1c(N)c(C#N)c2nc3ccccc3nc21 (centres undefined),6.5,-0.8,0.1,-4.9
O=C(NCC1C2CC3CC(C2)CC1C3)c1ccc(CN2CC3CCC2C3)[nH]c1=O (centres undefined),-9.2,-1.1,0.0,-2.2
Cc1nc2c(c(C)nn2C)c(C)c1CCC(=O)NCCC1=CCCCC1,-8.9,0.0,0.0,-2.0
COc1ccc(OC)c(NC(=O)C(=O)O)c1,36.1,0.3,-0.3,1.3
COCc1cc(C)nc(SCC(=O)c2ccc(Cl)cc2Cl)c1C#N,-0.3,-0.4,0.2,2.1
O=C(NCc1ccccc1Cl)c1nnn(-c2ccccc2)c1CSc1ncccn1,-0.7,1.3,0.1,-1.0
CCN=C1SC(CC(=O)Nc2ccc(C)cc2[N+](=O)[O-])C(=O)N1CC (centres undefined),9.3,-1.5,0.3,10.0
O=C(O)CCc1nc2ccccc2oc1=O,-0.7,0.2,-0.1,-22.1
CC(C)Cn1c(COc2ccc(Cl)cc2Cl)nc2ccccc21,8.4,-1.1,0.0,-16.3
COc1ccccc1N1CCN(C(=O)CN2CCN(C)CC2)CC1,54.4*,4.6,0.3,13.9
Cc1cccc(C)c1-n1nnnc1S(C)(=O)=O,0.7,0.5,0.0,-5.0
CCn1c(=O)c2c(nc3n2CC(C)CN3c2ccc(C)c(C)c2)n(C)c1=O (centres undefined),4.0,0.1,0.0,5.6
N#CC(C#N)=C1C=C(c2ccc3c(c2)OCCO3)Oc2ccccc21,-4.2,-0.8,-0.1,5.4
Cc1cc(C(=O)Nc2nc3ccc(S(C)(=O)=O)cc3s2)ccc1[N+](=O)[O-],-14.9,0.8,0.0,-17.2
Cc1ccc(NC(=O)CN(C2=NC3CS(=O)(=O)CC3S2)c2ccc(F)cc2)cc1C (centres undefined),0.4,-0.2,-0.3,9.9
CCCC1(c2ccccc2)NC(=O)N(CC(=O)NC23CC4CC(CC(C4)C2)C3)C1=O (centres undefined),7.8,2.0,0.0,-5.8
Cc1ccc(C(=O)N/C(=C/c2ccc(N(C)C)cc2)C(=O)NCCc2ccccc2)cc1,3.8,-0.2,0.7,-0.8
CC(=O)Nc1ccc(NC(=O)CSc2nnc3sc4ccccc4n23)cc1,-1.6,-0.4,0.1,-1.7
O=C(O)C1CC(O)CN1S(=O)(=O)c1cccc2nsnc12 (centres undefined),-5.4,-2.4,0.2,4.8
COC(=O)C(NC(=O)c1ccccc1F)(Nc1ccccn1)C(F)(F)F (centres undefined),-9.2,-1.0,-0.1,-1.9
CCOc1ccc(-n2c(=S)sc3c2nc(SC)n2c4ccccc4nc32)cc1,2.6,0.9,0.0,5.0
CCCCCCNc1nc(Nc2ccc(I)cc2)nc(OC)n1,22.6,-0.5,0.1,3.9
COC(CNC(=O)c1cnn2c(C)c(Cc3ccccc3F)c(C)nc12)OC,11.7,0.7,0.0,14.8
O=C(Nc1cccc2c1C(=O)NC2=O)c1ccc(S(=O)(=O)N2CCCCC2)cc1,-1.9,0.1,0.0,0.6
Cc1nc2sc(C(c3ccccc3C)N3CCC(C(N)=O)CC3)c(O)n2n1 (centres undefined),-9.5,0.7,0.1,-2.2
O=C(O)c1cccc(NS(=O)(=O)c2cccc(C(F)(F)F)c2)c1,6.9,3.1,0.6,10.0
CCOC(=O)C1=C(C)N=c2s/c(=C\c3ccc(N(C)C)o3)c(=O)n2C1c1ccc(OC)cc1OC (centres undefined),15.4,0.2,-0.1,4.5
O=C(CSc1nccn1Cc1ccc(F)cc1)NC1CCCC1,4.8,2.6,-0.8,-1.5
Cc1cc(C)c(NC(=O)C2CCCN2c2nnc(N3CCCC3=O)s2)c(C)c1 (centres undefined),2.7,-0.9,0.1,1.9
CC(NS(=O)(=O)c1ccc2c(c1)c(=O)n(C)c(=O)n2C)C(=O)NC1CCCCC1 (centres undefined),7.7,1.0,0.0,0.5
CCN(CC)c1ccc(C2C(C#N)=C(N)N(c3cccc([N+](=O)[O-])c3)C3=C2C(=O)CC(C)(C)C3)cc1 (centres undefined),12.3,-1.0,-0.1,-0.7
COCCn1c(COc2cccc(OC)c2)nnc1SCC(=O)NC1CCCCC1,28.0,0.4,1.6,-0.1
O=C1CC(=O)Nc2cc(S(=O)(=O)Nc3cc(Cl)cc(Cl)c3)ccc2N1,5.8,1.2,-0.1,3.9
O=C(Cn1ncc2c1-c1ccccc1OC2)NCCCN1CCc2ccccc2C1,4.6,-0.9,0.0,-0.8
CCc1ccc(N2CC(C(=O)OCC(=O)Nc3ccccc3C(C)C)CC2=O)cc1 (centres undefined),-32.3,0.2,0.0,6.2
COC(=O)C1=C(C)NC2=C(C(=O)CCC2)C1c1ccc(OCc2ccccc2)c(OC)c1 (centres undefined),-6.2,-0.3,-0.1,-6.2
CCOC(=O)C1=C(c2ccccc2)Nc2nc(C)nn2C1c1cccnc1 (centres undefined),6.7,2.2,-0.1,5.1
COc1ccc(C2N(C(=O)CN3CCCC3)CCN2S(=O)(=O)c2ccccc2)cc1 (centres undefined),8.4,0.8,0.0,-9.1
CC1(C(=O)O)CCC(C(=O)Nc2ccc(Oc3ccccc3)cc2)C1(C)C (centres undefined),-2.2,0.5,-0.1,-5.4
OCCCNc1nc(CSc2ccccc2)nc2sc3c(c12)CCC3,0.8,2.9,0.2,-44.8
Clc1cccc(N2CCN(Cc3nnn(Cc4ccco4)n3)CC2)c1,-1.2,2.9,-0.3,-8.8
CCn1c(=O)c2c(nc3n(Cc4ccco4)c(C)c(C)n23)n(C)c1=O,11.7,1.2,0.0,-1.0
COC(=O)COc1ccc(C2C(C#N)=C(N)OC3=C2C(=O)CC(C)(C)C3)cc1 (centres undefined),8.0,-0.5,0.0,-0.8
COc1ccccc1C1C(C(=O)OCc2ccccc2)=C(C)NC2=C1C(=O)CCC2 (centres undefined),12.7,-0.6,0.2,1.1
N/C(=N\OC(=O)Cc1cccs1)c1ccc([N+](=O)[O-])cc1,-11.2,-1.5,-0.2,-17.3
O=C(c1ccc(Cl)cc1)c1ccc(C(=O)c2ccc(Cl)cc2)cc1,0.7,-0.9,0.3,7.1
CN1CCN(c2ccc(-c3cccc(C(=O)NCCO)n3)cc2)CC1,-1.5,-0.4,0.0,-3.9
CCCCCCC(=O)Nc1nnc(Cc2ccc(Cl)cc2)s1,4.7,-0.1,0.0,5.8
Cc1ccc(NC(=O)CN(CCc2ccccc2)S(=O)(=O)c2ccccc2)c(C)c1,8.0,0.2,0.1,-1.7
Cc1ccn2cc(CCNS(=O)(=O)c3cc([N+](=O)[O-])ccc3C)nc2c1,0.3,1.9,0.0,-3.5
C(=N\n1cnnc1)/c1ccc(-c2ccccc2)cc1,-19.7,-0.7,-0.1,-4.8
Nc1nonc1C(=O)NCCNC(=O)c1ccccc1F,11.9,-1.5,0.1,3.2
O=C(Nc1nc(-c2ccc(Br)cc2)cs1)c1ccc(S(=O)(=O)N2CCc3ccccc3C2)cc1,15.0,-0.2,0.3,0.8
Cn1cc(-c2ccc3cnc(Nc4ccc(-n5cnc(N6CCOCC6)n5)cc4)nc3c2C2CC2)cn1,3.2,-1.0,0.1,81.4*
CC(CNc1nccc(Nc2ccncn2)n1)c1ccccc1 (centres undefined),17.1,2.3,0.0,-13.8
Cc1cc(C(=O)Nc2cccnc2)ccc1[N+](=O)[O-],-6.7,-1.1,-0.1,-8.6
COc1cc(NC(=O)c2cc(OC)c(OC)c(OC)c2)c2ncccc2c1,11.8,0.3,0.0,-2.6
O=C(Nc1ccc(-c2nc3ccccc3o2)cc1)c1ccc(Cl)cc1,0.4,-1.2,0.1,-33.5
# (list continues)
SMILES,MITF primary,GPR151 activ,FBW7 act,TEAD-YAP inh
Nc1cccc(-c2cnc3ccc(NCC4CC4)nn23)c1,-2.5,0.9,0.1,-3.7
O=C(CSc1nc2ccc(NC(=O)c3ccc(Cl)cc3Cl)cc2s1)NCCOc1ccccc1,5.2,3.4,0.1,-2.7
O=C(c1cc2nc(-c3cccs3)cc(C(F)(F)F)n2n1)N1CCN(c2ccccc2)CC1,2.8,0.7,0.2,-5.2
O=C(NCCN1CCOCC1)C1CCN(c2ccc(N3CCC(N4CCOCC4)CC3)nn2)CC1,11.0,-0.4,0.0,6.0
COc1ccc(NC(=O)CCCc2nc(-c3ccc(OC)c(OC)c3)no2)cc1,0.4,-1.7,-0.1,1.4
Cc1ccc(CSC2=NCCN2C(=O)C2CC2)cc1,3.5,0.0,0.0,9.8
O=C(N1CCN(C(=O)N2c3ccccc3CCc3ccccc32)CC1)N1c2ccccc2CCc2ccccc21,-7.0,0.3,0.1,-2.6
COC(=O)C1=CN(c2ccc(F)cc2)C=C(C(=O)OC)C1c1ccc(C)c([N+](=O)[O-])c1,7.0,0.3,0.0,6.9
c1ccc(CCCN2CCN(Cc3ccco3)CC2)cc1,55.2*,1.0,0.0,5.7
CN1CCN(S(=O)(=O)c2ccc(NN)nc2)CC1,8.8,2.4,-0.1,2.6
COc1cc([N+](=O)[O-])ccc1NC(=O)c1cccc(Br)c1,-7.1,4.8,0.0,-5.0
CCC1(C)Nc2ccccc2C(=O)N1c1ccc(OC)cc1 (centres undefined),15.8,-4.3,0.6,0.3
Cc1ccc(C)c(NC(=O)CSc2nc3c(c(=O)n2Cc2ccccc2)SCC3)c1,10.6,0.9,0.1,6.4
O=C(Nc1ccc(Cl)cn1)Nc1ccc(Cl)cn1,-5.5,4.2,-0.1,-5.3
O=C1C(=O)N(CCCN2CCOCC2)C(c2cccnc2)/C1=C(/O)c1ccc(F)cc1 (centres undefined),-12.3,0.3,0.0,-3.2
COc1ccc(CN2CCN(Cc3cnn(C)c3C)CC2CCO)c(C)c1C (centres undefined),-2.5,0.6,-0.1,4.6
CCCNC(=O)c1cnn2c(C)c(Cc3ccccc3Cl)c(C)nc12,3.8,-0.5,-0.1,3.1
CCn1c(=O)c2ccccc2n2c(SCC(=O)N3CCOCC3)nnc12,6.6,-0.8,0.0,-4.2
COc1ccc(S(=O)(=O)NCc2ccccc2)c2ccccc12,4.1,0.1,0.0,0.9
O=C(NCCSCc1ccccc1)c1ccc(N2CC3CC(C2)c2cccc(=O)n2C3)c(NC(=O)c2cc3ccccc3oc2=O)c1 (centres undefined),-5.0,-0.1,0.0,-11.4
CCCNC(=O)c1ccc(S(=O)(=O)c2ccc(OC)cc2)c([N+](=O)[O-])c1,-6.3,0.0,0.0,35.7*
O=C(O)CCCNC1=NCCS1,-2.2,0.8,0.2,-9.9
COc1ccc(/C=C/C(=O)C2CC2)cc1Cn1cc([N+](=O)[O-])cn1,-10.6,1.3,-0.1,3.5
CCCCNS(=O)(=O)c1ccc(NC(=O)c2c(-c3ccccc3)noc2C)cc1,-8.2,-0.5,0.0,18.6
Cn1c(=O)c2c(ncn2CC2N=NN=N2)n(C)c1=O,-1.9,0.9,0.0,8.4
CC(C)c1ccc(NC(=O)C2C3C=CC4(O3)C2C(=O)N(C2CCCCC2)C4C(=O)NC2CCCC(C)C2C)cc1 (centres undefined),-2.1,-0.6,-0.2,-0.8
COc1cccc(/C=N/NC(=O)c2cc(Br)ccc2O)c1O,21.7,-2.9,0.0,-8.2
NC(=O)c1cc(NC(=O)COC(=O)c2ccc(Cl)cc2N)cc(C(N)=O)c1,2.2,1.0,0.3,-3.5
CCOC(=O)c1c(C)oc2c1c1c(c3ccccc32)OCN(CCC2=CCCCC2)C1,6.8,0.6,-0.3,-55.3
CN1CCN(c2cc(-c3ccccn3)nc(-c3cccnc3)n2)CC1,-0.6,1.1,-0.1,20.9
COc1ccc(C2C(C(=O)Nc3ccc(C)c(F)c3)c3ccccc3C(=O)N2C)cc1 (centres undefined),4.5,0.9,0.0,-11.6
CNC(=O)c1ccc2nc(N3CCCCC3)sc2c1,1.6,-2.9,0.8,-58.7

# Bioassay records (PubChem BioAssay)

# Hits appear at their usual frequency; any-hit rate near 3.4%.
